# Screens (PubChem BioAssay)
# Rac1 wt GTP bind – wildtype Rac1 GTP binding modulators, primary screen, biochemical, GST-Rac1 beads, flow cytometry, multiplex | Ras-related C3 botulinum toxin substrate 1 (Homo sapiens), P63000 | fluorescent GTP binding; actives lie on both sides; 0 = cold GTP competed, 100 = untreated | GTP binding activity (% of control), % at 10 µM | 0.27% of 190,000 active;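 active means GTP binding activity at least 20 points away from the 100% control level, either lower or higher; inconclusive means compound flagged as likely green fluorescent, judged across all proteins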
# Pf gamet viab – late stage P. falciparum gametocyte viability inhibitors, primary screen, ATP luminescence, HTS | P. falciparum stage V gametocytes, 24 h | inhibition, % at 10.9 µM | 0.065% of 150,000 active;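 active means inhibition above the mean plus 3 SD of compounds within the control limits, set per campaign, cut at about 38% in these data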;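 further: 0% = DMSO wells and 100% = medium only without gametocytes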
# Mcl1 Bid PPI – Mcl-1/Bid binding inhibitors, primary screen, biochemical, TR-FRET, 1536-well. Induced myeloid leukemia cell differentiation protein Mcl-1 (Homo sapiens), Q07820. TR-FRET Mcl-1/Bid-Dy647 peptide binding. inhibition, % at 21.7 µM. 0.97% of 220,000 active. AID 1021, 2008;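 active means compounds that cut the binding signal by more than half at the single screening dose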;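 further: His-tagged Mcl-1 with europium anti-His antibody binding Bid BH3 peptide; 0% = Mcl-1 plus peptide wells and 100% = peptide-only wells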
# Target sequence (Q07820 whole entry, looked up): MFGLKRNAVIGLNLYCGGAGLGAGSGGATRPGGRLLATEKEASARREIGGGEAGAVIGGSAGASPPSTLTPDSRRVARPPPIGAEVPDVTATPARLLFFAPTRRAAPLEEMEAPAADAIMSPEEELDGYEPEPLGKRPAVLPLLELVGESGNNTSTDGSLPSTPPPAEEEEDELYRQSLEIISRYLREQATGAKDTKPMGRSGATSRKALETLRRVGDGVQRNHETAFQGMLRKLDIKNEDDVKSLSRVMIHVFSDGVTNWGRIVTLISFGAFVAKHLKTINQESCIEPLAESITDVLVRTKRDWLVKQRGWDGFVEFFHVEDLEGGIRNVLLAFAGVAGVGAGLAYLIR
# Avidin fluor – green autofluorescence of compounds with avidin beads – biophysical, 488/530 nm, flow cytometry, artefact control, profiling panel; 0.38% of 220,000 active; fluorescence (KMESF) at 10 µM; AID 1775, 2009; compound fluorescence 488/530 nm; active compounds read high; in the data active means fluorescence above about 47; further: inactives centre near 10
# Rab7 wt GTP bind – modulators of GTP binding to Rab7, primary screen, biochemical, wildtype, multiplex bead flow cytometry; Rab7 GTPase wild type (dog), Bodipy-FL-GTP binding; GST-Rab7 beads, fluorescent GTP binding; actives lie on both sides; untreated = 100%, excess cold GTP = 0%; GTP binding activity (percent of control), % at 10 µM; 0.055% of 190,000 active; AID 758, 2007;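 active means fluorescent GTP binding to Rab7 beads changed by at least 20 points from the 100% baseline, either direction, mostly lower; inconclusive means compound itself probably fluorescent, or too few beads counted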;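 further: median green fluorescence of bound Bodipy-FL-GTP per Rab7 bead population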
# HRas wt GTP – modulators of GTP binding to HRas wildtype, primary screen, biochemical, bead-based flow cytometry, multiplex; GTPase HRas (Homo sapiens), P01112; GST-Ras wt beads, Bodipy-FL-GTP binding; actives lie on both sides; GTP binding activity, % at 10 µM; 0.14% of 190,000 active; AID 759, 2007;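 active means GTP binding activity at least 20% away from the 100% baseline, either lowered as inhibitor or raised as activator; inconclusive means flagged as likely green fluorescent, judged across all proteins in the well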;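 further: 0% = unlabeled GTP competition control and 100% = no-compound control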
# Target sequence (P01112 whole entry, looked up): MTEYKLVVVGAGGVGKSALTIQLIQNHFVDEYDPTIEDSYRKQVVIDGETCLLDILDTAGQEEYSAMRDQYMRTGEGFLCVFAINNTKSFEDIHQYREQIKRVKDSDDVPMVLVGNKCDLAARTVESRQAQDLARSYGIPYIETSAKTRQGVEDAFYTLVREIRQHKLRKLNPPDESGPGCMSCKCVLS
# Mcl1-Noxa inh – Mcl-1/Noxa binding inhibitors, primary screen, biochemical, TR-FRET, 1536-well | TR-FRET Mcl-1/Noxa peptide binding, 2 h | inhibition, % at 21.7 µM | 1.5% of 220,000 active | AID 1022, 2008;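 active means compounds that cut the protein-peptide binding signal by more than 50% relative to plate controls in a single-dose test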;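 further: His-tagged Mcl-1 with rhodamine Noxa BH3 peptide and terbium anti-His antibody; 0% = Mcl-1 plus Noxa peptide wells and 100% = peptide-only wells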
# GSH bead fluor – compound fluorescence on glutathione beads, profiling panel, artefact control, biophysical, 488/530 nm, flow cytometry; GSH beads flow cytometry, compound fluorescence 488/530 nm; active compounds read high; 0.25% of 190,000 active; fluorescence (KMESF) at 10 µM; AID 1776, 2009; in the data active means fluorescence above about 89;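 further: glutathione beads carrying GST-tagged Bcl family fusion proteins plus one bare bead set; values are compound well signal with DMSO vehicle wells as background; inactives centre near 16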
# Cdc42 wt – modulators of GTP binding to wildtype Cdc42, primary screen, biochemical, multiplex bead flow cytometry, Bodipy-GTP; 0.2% of 190,000 active; percent activity (GTP binding), % at 10 µM; GST-Cdc42 beads; actives lie on both sides;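 active means percent activity GTP binding at least 20 points away from the 100% baseline, either down as inhibitor or up as activator; inconclusive means compound flagged as likely green fluorescent from well-wide comparison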;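 further: median bead fluorescence of bound Bodipy-FL-GTP at 100 nM; 0% = excess unlabeled GTP control and 100% = no compound control; below 100% means less GTP binding so inhibitor and above means activator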
# Target sequence (P60953 whole entry, looked up): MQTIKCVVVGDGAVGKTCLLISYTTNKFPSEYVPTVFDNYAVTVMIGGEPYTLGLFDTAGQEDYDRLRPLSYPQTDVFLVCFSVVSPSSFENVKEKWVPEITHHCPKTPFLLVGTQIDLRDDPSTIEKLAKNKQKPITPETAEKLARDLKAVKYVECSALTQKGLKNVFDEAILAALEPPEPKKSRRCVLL
# Rab2 wt GTP – modulators of GTP binding to Rab2A wildtype, primary screen, biochemical, dog, bead-based flow cytometry, multiplex. GTP binding activity, % at 10 µM. Ras-related protein Rab-2A (Canis lupus familiaris), P61105. 0.19% of 190,000 active. AID 760, 2007. GST-Rab2 wt beads, Bodipy-GTP binding;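 active means GTP binding activity at least 20 points away from 100%, either lowered or raised; inconclusive means signal likely due to the compound's own green fluorescence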;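 further: 0% = beads with excess unlabeled GTP and 100% = no-compound control corrected for plate trend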
# Rac1 act GTP bind – GTP binding modulators of activated mutant Rac1, primary screen, biochemical, bead-based flow cytometry, multiplex, fluorescent GTP; Ras-related C3 botulinum toxin substrate 1 (Homo sapiens), P63000; 0.11% of 190,000 active; percent activity (GTP binding), % at 10 µM; GST-Rac1 activated beads; actives lie on both sides; 100% means binding = to untreated wells;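 active means GTP binding at least 20 percentage points away from the 100% baseline, in either direction, so actives lie on both sides; inconclusive means Compound likely fluorescent itself, or too few beads counted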
# Active calls of the source: *; ? = inconclusive; . = no result given.
SMILES,Rac1 wt GTP bind,Pf gamet viab,Mcl1 Bid PPI,Avidin fluor,Rab7 wt GTP bind,HRas wt GTP,Mcl1-Noxa inh,GSH bead fluor,Cdc42 wt,Rab2 wt GTP,Rac1 act GTP bind
CCOC(=O)c1[nH]c2cc3c(cc2c1NC(=O)CN1CCCCC1C)OCO3 (stereo not given),101,.,.,11,97,100,.,32,98,100,98
Cc1ccc(S(=O)(=O)N2CCC(C(=O)NCc3ccccc3Cl)CC2)cc1,102,3,4,5,101,102,8,27,103,102,99
COC(=O)c1sc2nc(C)nc(SCC(=O)N3CCC(C(=O)O)CC3)c2c1C,97,17,-9,12,103,95,9,73,98,97,95
Cn1c(SCC(=O)NCc2ccc3c(c2)OCO3)nnc1-c1cccs1,109,27,-13,6,103,104,0,44,104,102,98
Cc1ccc(O)c(-c2cc3ccccc3[nH]2)c1,105,9,-71,4,104,103,9,17,105,100,102
CC(=O)Nc1ccc(NS(=O)(=O)c2cc(C)sc2C)cc1,96,-5,-7,9,95,97,6,61,96,95,96
CCCCc1c(O)c2ccccc2[nH]c1=O,101,.,.,8,96,100,.,32,101,99,98
Cc1cccc(-c2nc3ccccc3c3nncn23)c1,101,.,-9,6,100,99,3,12,99,100,98
O=C1OC2(CCCCC2)OC(=O)C1=CNc1nc2ccccc2s1,107,-8,-17,8,98,99,-5,44,94,96,97
Cn1c(/C(C#N)=N/O)nc2ccccc21,105,.,12,5,97,102,5,15,100,98,99
O=C(CSc1nnnn1Cc1ccccc1)N1CCN(c2ccccc2)CC1,104,.,-18,12,102,104,5,52,105,103,100
COc1ccc(S(=O)(=O)n2oc(=O)cc2-c2ccccc2)cc1,94,.,25,9,89,83,-1,55,79*,79*,90
CCOC(=O)CNC(=O)Cn1cnc2sc(C)c(S(=O)(=O)N3CCC(C)CC3)c2c1=O,110,.,8,38,103,102,-22,21,106,106,102
C=CCc1cc(C=O)cc(OCC)c1OCc1ccc(Cl)cc1,102,-15,-3,15,96,99,2,9,99,99,100
COc1ccc(Nc2cc(C)nc3ncnn23)c(OC)c1,99,.,-14,7,97,95,27,23,96,101,97
Nc1cc(=O)nc(SCC(=O)Nc2cccc3ccccc23)n1CCc1ccccc1,94,.,-17,9,96,96,7,22,95,94,96
Cc1ccn2c(NC(=O)c3cccs3)c(-c3ccccc3)nc2c1,100,11,-12,10,99,97,-9,12,100,96,95
Cc1cc(C)cc(NC(=O)Cn2ncn3c(cc4ccccc43)c2=O)c1,105,10,-41,7,102,102,-5,53,102,101,98
Cc1ccc(NC(=O)c2noc3c2CCc2ccccc2-3)cc1,95,.,2,42,96,97,22,17,95,94,94
CC(C)(CO)NC12CC3CC(CC(C3)C1)C2,100,4,5,23,107,100,3,10,99,99,96
COc1ccc(NC(=O)c2cccc(Oc3ccc([N+](=O)[O-])cc3Cl)c2)cc1,104,-21,0,11,98,98,1,24,97,97,94
COc1ccccc1N(CC(=O)NCc1ccccn1)S(C)(=O)=O,108,-1,-42,10,101,103,-25,8,105,103,102
CCCc1nn(C)c(C(=O)Nc2ccc3ccccc3c2)c1Cl,99,.,-6,2,96,97,-2,7,97,92,98
COc1ccc(CCNC(=O)Cc2nn(C)c(=O)c3ccccc23)cc1OC,98,.,-31,9,95,97,-11,8,98,95,95
Cc1ccc2nc(NC(=O)c3ccc(NS(=O)(=O)c4cccs4)cc3)sc2c1,94,-12,-12,10,95,95,37,8,94,91,96
CCCOc1ccc2oc(=O)c3c(c2c1)CCCN3C(=O)CN(C)Cc1ccccc1,101,-25,-9,18,104,104,2,23,102,104,100
CN1CCN(NC(=O)c2ccc(COc3ccccc3Br)o2)CC1,100,5,-21,8,106,100,2,15,95,97,96
Cc1nnc(SCC(=O)NC(C)c2ccccc2)[nH]c1=O (stereo not given),111,-3,-30,8,101,102,8,44,102,97,96
CC1=C(C#N)C(=O)NC(=O)/C1=C\c1ccc(-c2cc(C)c(C)cc2[N+](=O)[O-])o1,95,7,92*,13,97,94,100*,25,92,94,89
CCCc1cc(=O)[nH]c(SCc2cccc(C)c2)n1,100,-5,-11,17,101,103,3,11,103,102,98
COc1ccc(-c2[nH]ncc2-c2ccc3c(c2)OCCO3)c(O)c1,96,-21,1,25,96,95,5,17,91,93,92
CCOC(=O)C1=C(O)/C(=C\c2sccc2C)N=C1C,100,-2,-51,8,107,102,-8,7,102,100,101
CC(=O)Nc1ccc(N2C(C(C)=O)=NN(c3ccc(Cl)cc3)C2c2sccc2C)cc1 (stereo not given),116,25,-18,8,101,104,5,20,108,104,101
CN(c1ccccc1)c1nc(N)c([N+](=O)[O-])c(NCc2ccco2)n1,106,0,-28,5,98,101,0,17,101,98,99
O=C(CSc1nc2ccccc2[nH]1)c1cccs1,98,.,-9,15,99,100,-3,7,98,98,100
Cc1noc(C)c1S(=O)(=O)N1CCCC(C(=O)c2cccc(OC(C)C)c2)C1 (stereo not given),104,-7,-13,10,105,102,2,26,95,100,97
Cc1ccccc1NC1(C#N)C(=O)Nc2ccccc21 (stereo not given),101,.,-36,12,92,99,2,8,100,94,98
CCn1cc(CNC(=O)c2cc(COc3ccc(F)cc3Cl)on2)cn1,?,-3,0,14,?,?,7,10,?,?,?
Cc1nc(SCC(=O)NC(C)(C)C)c2c(-c3cccs3)csc2n1,100,-13,-4,3,99,98,-2,5,94,95,97
CC(=O)CCS(=O)(=O)c1ccc(Oc2ccc(S(=O)(=O)CCC(C)=O)cc2)cc1,103,.,-16,23,104,99,7,13,99,100,98
CC(C)C(=O)Nc1ccc(C(=O)NNC(=O)NC2CCCCC2)cc1,100,.,-22,12,99,100,-5,81,101,97,100
O=C(CN1CCCCCC1)Nc1ccc(F)c(F)c1F,103,-9,-16,12,103,104,26,8,103,104,99
O=C(NCc1ccco1)c1cc([N+](=O)[O-])ccc1N1CCOCC1,100,-10,-51,9,104,98,3,19,97,99,98
O=C(NCC1CCCO1)C(C(=O)c1ccccc1)n1cc(Cl)ccc1=O (stereo not given),92,-8,-23,10,100,98,10,14,96,94,93
COc1cc2cc(CN(CCN3CCOCC3)C(=O)Nc3ccc(F)cc3)c(=O)[nH]c2cc1OC,101,-65,43,13,96,97,17,14,99,97,98
O=C(Nc1cc2cccc([N+](=O)[O-])c2oc1=O)c1cccs1,99,15,-30,10,92,97,62*,10,97,95,98
O=C(/C=C/c1ccccc1[N+](=O)[O-])c1ccc(F)cc1,96,20,37,12,96,94,18,10,90,92,93
Fc1ccc(NC(=S)N2CCN(c3cccc(C(F)(F)F)c3)CC2)cc1,109,0,-27,3,98,101,12,9,106,100,100
COc1ccccc1NC(=O)N(Cc1ccc2c(c1)OCO2)Cc1nc2ccccc2c(=O)[nH]1,102,.,24,4,100,102,-36,31,101,100,99
CC(C)c1ccc(N2CC(C(=O)Nc3nccs3)CC2=O)cc1 (stereo not given),103,-4,-19,7,99,102,-4,42,101,99,98
COc1cccc(Nc2nc3cc(OC)ccc3cc2C#N)c1,96,.,-15,10,92,95,5,15,93,97,97
CCOc1cc(C)c(C(C)C)cc1S(=O)(=O)NCc1ccccn1,105,-1,-22,9,100,100,1,38,100,97,95
CCOC(=O)Nc1ccc(OC)cc1S(=O)(=O)N1CCCCC1,99,.,-17,10,97,100,-21,25,101,98,98
CC(C)CC(=O)N(Cc1ccc(F)cc1)C1CCS(=O)(=O)C1 (stereo not given),104,14,-16,6,97,97,10,20,100,96,99
CCC(C)NC(=O)/C=C1\Sc2ccccc2NC1=O (stereo not given),103,-2,-30,14,99,99,14,19,101,100,100

# A section from further up, as a working copy:
SMILES,Rac1 wt GTP bind,Pf gamet viab,Mcl1 Bid PPI,Avidin fluor,Rab7 wt GTP bind,HRas wt GTP,Mcl1-Noxa inh,GSH bead fluor,Cdc42 wt,Rab2 wt GTP,Rac1 act GTP bind
O=C(NCC1CCCO1)C(C(=O)c1ccccc1)n1cc(Cl)ccc1=O (stereo not given),92,-8,-23,10,100,98,10,14,96,94,93
COc1cc2cc(CN(CCN3CCOCC3)C(=O)Nc3ccc(F)cc3)c(=O)[nH]c2cc1OC,101,-65,43,13,96,97,17,14,99,97,98
O=C(Nc1cc2cccc([N+](=O)[O-])c2oc1=O)c1cccs1,99,15,-30,10,92,97,62*,10,97,95,98
O=C(/C=C/c1ccccc1[N+](=O)[O-])c1ccc(F)cc1,96,20,37,12,96,94,18,10,90,92,93
Fc1ccc(NC(=S)N2CCN(c3cccc(C(F)(F)F)c3)CC2)cc1,109,0,-27,3,98,101,12,9,106,100,100
COc1ccccc1NC(=O)N(Cc1ccc2c(c1)OCO2)Cc1nc2ccccc2c(=O)[nH]1,102,.,24,4,100,102,-36,31,101,100,99
CC(C)c1ccc(N2CC(C(=O)Nc3nccs3)CC2=O)cc1 (stereo not given),103,-4,-19,7,99,102,-4,42,101,99,98
COc1cccc(Nc2nc3cc(OC)ccc3cc2C#N)c1,96,.,-15,10,92,95,5,15,93,97,97
CCOc1cc(C)c(C(C)C)cc1S(=O)(=O)NCc1ccccn1,105,-1,-22,9,100,100,1,38,100,97,95

# Random draw from the library; 3% or so of the library scored in one or more.
